Screens from PubChem BioAssay.
EZH2 inh – EZH2 (human) methyltransferase inhibition | Q15910 | PRC2 H3K27 methylation, DELFIA TRF, 1 h | inhibition, % at 12.5 µM | 57,000 tested, 0.35% active;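 active means mean inhibition of replicates at least 50% and every single replicate also reaching 50%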;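 further: dimethyl H3K27 on biotinylated H3 21-44 peptide detected by antibody; plate controls were median neutral control wells for no effect and median positive control wells for full effect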
Target sequence (Q15910 whole entry, looked up): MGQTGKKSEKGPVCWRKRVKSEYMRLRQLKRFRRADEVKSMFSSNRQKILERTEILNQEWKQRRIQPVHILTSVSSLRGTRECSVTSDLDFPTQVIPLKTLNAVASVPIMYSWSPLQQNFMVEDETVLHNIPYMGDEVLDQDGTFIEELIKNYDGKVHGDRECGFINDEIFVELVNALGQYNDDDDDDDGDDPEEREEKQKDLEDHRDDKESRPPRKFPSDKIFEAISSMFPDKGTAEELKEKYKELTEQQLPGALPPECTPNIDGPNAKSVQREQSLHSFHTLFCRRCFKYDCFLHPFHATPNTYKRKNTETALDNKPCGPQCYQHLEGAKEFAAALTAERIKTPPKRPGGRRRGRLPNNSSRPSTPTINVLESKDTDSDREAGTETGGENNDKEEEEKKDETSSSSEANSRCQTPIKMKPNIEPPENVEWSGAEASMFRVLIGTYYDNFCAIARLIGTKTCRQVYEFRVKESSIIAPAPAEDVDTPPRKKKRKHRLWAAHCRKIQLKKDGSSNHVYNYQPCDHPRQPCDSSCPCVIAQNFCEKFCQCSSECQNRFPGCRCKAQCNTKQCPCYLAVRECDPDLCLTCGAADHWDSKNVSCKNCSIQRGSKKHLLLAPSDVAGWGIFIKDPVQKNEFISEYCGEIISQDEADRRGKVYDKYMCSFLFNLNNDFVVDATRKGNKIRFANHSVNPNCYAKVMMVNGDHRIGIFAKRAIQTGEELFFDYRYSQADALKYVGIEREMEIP
IDH1 R132H inh – blocks human IDH1 R132H reductase activity | O75874 | diaphorase/resazurin fluorescence, 60 min | inhibition, % at 10 µM | 70,000 tested, 0.18% active; in the data active means inhibition above about 34%;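 further: 0% = DMSO and 100% = no enzyme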
The depositor's hits bear a star; / = no result given. Some of the compounds tested. The share of hits here may be higher or lower than overall.

smiles | EZH2 inh | IDH1 R132H inh
CCC(=O)N(C)C[C@H]1Oc2ncc(C#CC(C)C)cc2C(=O)N([C@@H](C)CO)C[C@H]1C | -0.8 | 1.7
COCC(=O)N(C)C[C@H]1Oc2ncc(C#Cc3cccnc3)cc2C(=O)N([C@@H](C)CO)C[C@@H]1C | -22.0 | 0.9
COc1ccc(S(=O)(=O)N(CC(=O)O)c2ccc(Cl)cc2)cc1 | 11.0 | -0.3
CO[C@H]1CN(C)C(=O)c2ccc(NC(=O)CC(F)(F)F)cc2OC[C@H](C)N(S(=O)(=O)c2cn(C)cn2)C[C@H]1C | -5.3 | 0.0
COc1ccccc1-c1cnc2c(c1)C(=O)N([C@@H](C)CO)C[C@H](C)[C@@H](CN(C)Cc1ccc(F)cc1)O2 | -10.2 | -0.3
COc1ccccc1-c1cnc2c(c1)C(=O)N([C@H](C)CO)C[C@H](C)[C@H](CN(C)Cc1ccccc1)O2 | / | 0.2
C[C@@H]1CN([C@@H](C)CO)C(=O)CCCn2nncc2CO[C@@H]1CN(C)CC1CC1 | / | -1.1
Cc1ccc(S(=O)(=O)N[C@@H]2CC[C@@H](CCn3cc(C4(O)CCCC4)nn3)O[C@@H]2CO)cc1 | -6.7 | 0.3
C=C(C(=O)O)[C@H]1C=C2[C@@H](C)[C@@H](O)[C@H](O)C[C@]2(C)CC1 | / | 0.3
C[C@@H]1CN([C@@H](C)CO)C(=O)c2cc(C3=CCCC3)cnc2O[C@@H]1CN(C)C(=O)Nc1ccccc1 | / | -0.2

Laid out differently: 2 of the compounds above
SMILES: CCC(=O)N(C)C[C@H]1Oc2ncc(C#CC(C)C)cc2C(=O)N([C@@H](C)CO)C[C@H]1C
- EZH2 inh = -0.8
- IDH1 R132H inh = 1.7

SMILES: Cc1ccc(S(=O)(=O)N[C@@H]2CC[C@@H](CCn3cc(C4(O)CCCC4)nn3)O[C@@H]2CO)cc1
- EZH2 inh = -6.7
- IDH1 R132H inh = 0.3

Compound profiles (already shown):
`COCC(=O)N(C)C[C@H]1Oc2ncc(C#Cc3cccnc3)cc2C(=O)N([C@@H](C)CO)C[C@@H]1C` across the screens: EZH2 inh = -22.0; IDH1 R132H inh = 0.9
`C[C@@H]1CN([C@@H](C)CO)C(=O)c2cc(C3=CCCC3)cnc2O[C@@H]1CN(C)C(=O)Nc1ccccc1` across the screens: EZH2 inh = /; IDH1 R132H inh = -0.2

(listing goes on)
smiles | EZH2 inh | IDH1 R132H inh
C[C@@H]1CCCCO[C@H](CN(C)C(=O)CCC(F)(F)F)[C@@H](C)CN([C@H](C)CO)C(=O)c2cc(NS(=O)(=O)c3cn(C)cn3)ccc2O1 | / | 3.5
O=S(=O)(N[C@H]1CC[C@H](CCn2cc(-c3ccc(F)cc3)nn2)O[C@H]1CO)c1ccccc1F | -7.9 | -0.3
C[C@@H]1CN([C@@H](C)CO)C(=O)c2cc(NC(=O)C3CC3)ccc2O[C@@H]1CN(C)Cc1ccc(Cl)c(Cl)c1 | / | -0.9
Cc1noc(C)c1S(=O)(=O)N(C)C[C@@H]1OCCCC[C@H](C)Oc2ccc(NC(=O)C3CCCCC3)cc2C(=O)N([C@H](C)CO)C[C@@H]1C | / | 2.5
C[C@H](CO)N1C[C@H](C)[C@H](CN(C)Cc2ccc3c(c2)OCCN3C)OCc2cnnn2CCCC1=O | / | 0.2
CO[C@H]1CN(C)C(=O)c2ccc(NC(=O)C3CCC3)cc2OC[C@@H](C)N(Cc2cccnc2)C[C@@H]1C | 11.8 | 0.0
COc1cccc(S(=O)(=O)N[C@H]2C=C[C@@H](CC(=O)NCc3ccncc3)O[C@H]2CO)c1 | -14.3 | 0.1
CN(C)C(=O)C[C@@H]1C=C[C@@H](NC(=O)Nc2cccc(F)c2)[C@H](CO)O1 | 9.7 | 0.4
C[C@@H]1CN([C@H](C)CO)C(=O)c2cc(N(C)C)ccc2O[C@H]1CN(C)S(=O)(=O)c1cn(C)cn1 | -6.4 | /
C[C@@H]1CN([C@H](C)CO)C(=O)c2cc(NC(=O)NC3CCCCC3)ccc2O[C@@H]1CN(C)C | 0.5 | 1.9

(list continues)
smiles | EZH2 inh | IDH1 R132H inh
C[C@@H]1CN([C@@H](C)CO)C(=O)c2cccc(NC(=O)Nc3cccc4ccccc34)c2O[C@H]1CN(C)S(C)(=O)=O | -7.5 | -2.0
NCC[C@H]1CC[C@@H](NC(=O)NC2CCCCC2)[C@@H](CO)O1 | 0.4 | 0.0
COc1ccccc1-c1cn(CC[C@H]2CC[C@@H](NC(=O)C3CCOCC3)[C@H](CO)O2)nn1 | 1.3 | 0.0
C[C@@H]1CN([C@@H](C)CO)S(=O)(=O)c2ccc(-c3cncnc3)cc2O[C@H]1CN(C)C(=O)NC1CCCC1 | / | 1.3
Cc1ccc(S(=O)(=O)Nc2ccc3c(c2)C(=O)N([C@H](C)CO)C[C@@H](C)[C@H](CN(C)C)OCCCC[C@H](C)O3)cc1 | -4.3 | /
CC(C)NC(=O)N[C@@H]1CC[C@H](CCNC(=O)C2CCOCC2)O[C@H]1CO | 6.8 | -0.3
C[C@@H]1CCCCO[C@@H](CN(C)C(=O)Nc2ccc(F)cc2)[C@@H](C)CN([C@@H](C)CO)C(=O)c2cc(NC(=O)Nc3ccc(C(F)(F)F)cc3)ccc2O1 | / | 1.4
CNC[C@@H]1Oc2c(NC(=O)c3cnccn3)cccc2C(=O)N([C@@H](C)CO)C[C@H]1C | -3.2 | 2.0
C[C@@H]1CCCCO[C@@H](CN(C)S(=O)(=O)c2ccccc2)[C@@H](C)CN([C@H](C)CO)C(=O)c2cc(NS(=O)(=O)c3ccc(F)cc3)ccc2O1 | / | 0.6
Cc1ccc(-c2noc(CSc3nnnn3-c3ccccc3)n2)cc1 | 37.8 | -0.1

Additional results
SMILES,EZH2 inh,IDH1 R132H inh
Cc1ccc(/C=N/NC(=O)CCCCCC(=O)Nc2ccccc2O)o1,-18.1,/
COc1ccc(S(=O)(=O)N(C)C[C@@H]2OCCCC[C@@H](C)Oc3ccc(NS(=O)(=O)c4ccc(Cl)cc4)cc3C(=O)N([C@H](C)CO)C[C@@H]2C)cc1,/,-9.8
C[C@H](CO)N1C[C@H](C)[C@@H](CN(C)C(=O)Nc2cccc3ccccc23)Oc2ccc(NS(=O)(=O)c3cccs3)cc2C1=O,/,1.5
C[C@@H]1CN([C@@H](C)CO)C(=O)c2cc(NC(=O)Nc3ccccc3)ccc2O[C@@H](C)CCCCO[C@H]1CN(C)S(=O)(=O)c1cccs1,/,1.7
C[C@H]1CN([C@@H](C)CO)C(=O)c2c(c3ccccc3n2C)-c2ccccc2CO[C@@H]1CN(C)S(=O)(=O)c1cccs1,-25.0,/
CO[C@H]1CN(C)C(=O)c2cc(NC(=O)Nc3cccc(F)c3)ccc2OC[C@@H](C)N(C(C)=O)C[C@@H]1C,-7.8,0.5
Cc1ccc(S(=O)(=O)N[C@H]2CC[C@@H](CCn3cc(-c4cccc(F)c4)nn3)O[C@H]2CO)cc1,5.1,-0.3
COc1ccc(NC(=O)N[C@@H]2CC[C@H](CCNC(=O)Nc3cc(F)ccc3F)O[C@H]2CO)cc1,6.6,0.1

The listing continues.
SMILES,EZH2 inh,IDH1 R132H inh
Cc1ccc(S(=O)(=O)Nc2ccc3c(c2)C(=O)N([C@H](C)CO)C[C@H](C)[C@H](CN(C)Cc2ccc(C(=O)Nc4ccccc4N)cc2)OCCCC[C@@H](C)O3)cc1,-38.4,/
COc1ccc(-c2nnc3c4ccccc4c(C)nn23)cc1S(=O)(=O)N1CCCCC1,-10.3,0.4
C[C@@H]1CN([C@H](C)CO)C(=O)c2cc(NS(=O)(=O)c3ccc(F)cc3)ccc2O[C@@H](C)CCCCO[C@@H]1CN(C)S(=O)(=O)c1cccs1,/,4.0
C[C@H]1CN([C@@H](C)CO)C(=O)Cc2cc(NC(=O)Cc3ccccc3)ccc2O[C@H]1CN(C)CC1CCCCC1,-17.6,1.4
CCOC(=O)c1c(C)[nH]c2ccc3c(c12)CN1CCc2cc(OC)ccc2C1O3 (stereo unspecified),/,-4.2
O=C(C[C@@H]1C=C[C@H](NC(=O)C2CCC2)[C@H](CO)O1)NCC1CC1,0.0,0.3
C[C@@H]1CN([C@@H](C)CO)C(=O)c2cc(C#CC3(O)CCCC3)cnc2O[C@@H]1CN(C)C(=O)C1CC1,5.4,/
C[C@H](CO)N1C[C@H](C)[C@@H](CN(C)C(=O)NC2CCCC2)Oc2ncc(-c3ccncc3)cc2C1=O,10.1,0.2

Carrying on:
SMILES,EZH2 inh,IDH1 R132H inh
CC(=O)c1ccc(NC(=O)CCn2cnc3ccccc3c2=O)cc1,-4.1,0.1
CNC[C@@H]1OCCCC[C@H](C)Oc2ccc(N)cc2C(=O)N([C@@H](C)CO)C[C@H]1C,-8.5,0.1
O=C(CSc1nnc(-c2ccncc2)n1-c1ccccc1Cl)Nc1ccc(C(=O)O)cc1,5.7,0.0
CC(C)NC(=O)N(C)C[C@@H]1Oc2ccc(N(C)C)cc2C(=O)N([C@H](C)CO)C[C@H]1C,4.3,0.3
O=C(CN1CCOCC1)N[C@H]1CC[C@@H](CCNC(=O)C2CCC2)O[C@H]1CO,13.9,0.2
C[C@@H]1CN([C@H](C)CO)C(=O)CCCn2nncc2CO[C@@H]1CN(C)Cc1ccncc1,2.0,3.3
Cc1noc(C)c1NC(=O)Nc1ccc2c(c1)CC(=O)N([C@H](C)CO)C[C@@H](C)[C@H](CN(C)CC1CCCCC1)O2,/,1.2
CC(=O)N(C)C[C@H]1Oc2ncc(-c3ccccc3C)cc2C(=O)N([C@H](C)CO)C[C@H]1C,-8.2,1.7

The listing continues.
SMILES,EZH2 inh,IDH1 R132H inh
COc1ccc(S(=O)(=O)Nc2cccc3c2O[C@@H](CN(C)Cc2ccc4c(c2)OCO4)[C@@H](C)CN([C@H](C)CO)C3=O)cc1,-1.5,-0.2
C[C@H]1CN([C@@H](C)CO)C(=O)Cc2cc(NS(C)(=O)=O)ccc2O[C@@H]1CN(C)CC1CCCCC1,0.9,3.3
C[C@H](CO)N1C[C@H](C)[C@@H](CN(C)S(C)(=O)=O)Oc2ncc(C#CC3CCCCC3)cc2C1=O,/,-2.1
Cn1c(SCC(=O)Nc2ccc([N+](=O)[O-])cc2)nc2ccccc21,1.9,-0.5
C[C@@H]1CN([C@@H](C)CO)C(=O)c2cc(C#Cc3cccc(F)c3)cnc2O[C@@H]1CN(C)C(=O)C1CCCCC1,-23.6,0.1
C[C@H](CO)N1C[C@H](C)[C@H](CN(C)Cc2ccc(Cl)c(Cl)c2)Oc2ccc(NC(=O)Nc3cccc4ccccc34)cc2C1=O,/,0.0
COc1cccc(S(=O)(=O)N(C)C[C@@H]2OCc3cn(nn3)CCCC(=O)N([C@@H](C)CO)C[C@@H]2C)c1,0.2,/
COc1ccc(NC(=O)Nc2cccc3c2O[C@@H](CN(C)Cc2ccc(C(=O)Nc4ccccc4N)cc2)[C@H](C)CN([C@@H](C)CO)C3=O)cc1,-29.4,/

Next part:
SMILES,EZH2 inh,IDH1 R132H inh
[N-]=[N+]=Nc1ccccc1C[C@@]1(C(=O)NCc2ccccc2)N=C(c2ccc(OCCCO)cc2)O[C@@H]1c1ccccc1,1.5,0.5
CCc1c(O)cc(OC)c2c1O[C@H](C)CC2=O,/,0.2
Cc1cc(C)nc(SCC(=O)Nc2ccc(S(=O)(=O)NC(C)(C)C)cc2)n1,-16.5,0.2
COc1cccc(C(=O)COc2cccc(NC(=O)c3ccc([N+](=O)[O-])cc3)c2)c1,15.0,-0.3
CC(C)CC#Cc1ccc2c(c1)O[C@H](CN(C)Cc1ccc(F)cc1)[C@@H](C)CN([C@@H](C)CO)S2(=O)=O,15.9,5.1
C[C@H](CO)N1C[C@H](C)[C@H](CN(C)C(=O)Nc2ccc(C(F)(F)F)cc2)Oc2ccc(NC(=O)Nc3ccccc3)cc2C1=O,/,-1.6
O=C(Nc1ccc(F)cc1)N[C@@H]1CC[C@@H](CCn2cc(-c3ccc(F)cc3)nn2)O[C@H]1CO,17.0,0.2
C[C@H](NC(=O)C[C@H]1C[C@@H]2c3cc(NC(=O)Nc4ccc(C(F)(F)F)cc4)ccc3O[C@@H]2[C@@H](CO)O1)c1ccccc1,-11.2,-1.1

Following part
SMILES,EZH2 inh,IDH1 R132H inh
O=C(CCCN1C(=O)c2cccc3cccc(c23)C1=O)Nc1ccccc1Br,10.6,-0.1
Cc1cccc(Cn2c(NCC(C)O)nc3c2c(=O)n(C)c(=O)n3C)c1 (stereo unspecified),1.6,0.4
O=C(C[C@H]1CC[C@@H](NC(=O)C2CCC2)[C@H](CO)O1)NCCCN1CCOCC1,0.9,0.0
COc1ccc(-c2cc(=O)[nH]c(SCC(=O)Nc3ccc(Br)cc3)n2)cc1,14.5,-0.1
CCC(=O)Nc1ccc2c(c1)C(=O)N(C)C[C@H](OC)[C@H](C)CN(Cc1cccnc1)[C@@H](C)CO2,-1.7,0.4
Cc1ccc(N(CC(=O)Nc2ccccc2F)S(C)(=O)=O)cc1Cl,5.4,-0.1
Cc1ccnc(NS(=O)(=O)c2ccc(NC(=O)c3cc4c(s3)CCCC4)cc2)n1,32.8,0.6
C[C@@H]1CN([C@H](C)CO)C(=O)c2cc(NC(=O)C3CCCCC3)ccc2O[C@H]1CN(C)S(=O)(=O)c1ccc(Cl)cc1,-8.8,1.8
COCC(=O)N1C[C@@H](C)[C@@H](OC)CN(C)C(=O)c2ccc(NS(C)(=O)=O)cc2OC[C@H]1C,2.4,0.2
COc1ccc(CN(C)C[C@H]2Oc3c(NC(=O)NC(C)C)cccc3C(=O)N([C@@H](C)CO)C[C@H]2C)cc1,5.4,-0.4
CC(C)CC#Cc1cnc2c(c1)C(=O)N([C@H](C)CO)C[C@@H](C)[C@@H](CN(C)C(=O)c1ccc3c(c1)OCO3)O2,/,5.6
